Pf apPOL block = Pf-apPOL DNA polymerase inhibition | Recombinant Pf-apPOL, molecular beacon fluorescence, 1.5 h | inhibition, % at 10 µM | actives 0.25% (n = 210,000) | AID 1794808
mHTT CaM bind = disrupts binding of mutant huntingtin to calmodulin; P42858; AlphaScreen His-mHTT/GST-CaM binding, luminescence; actives 3.6% (n = 190,000); AID 1671202; inhibition, % at 15 µM;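 also: 0% = both proteins with DMSO and 100% = one protein alone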
Active calls of the source: *; i = inactive; . = not tested or not shown; & = joins results of further samples. Rule as the data show it: active = inhibition above about 50%; inactive = the rest. The list is partial. The share of hits here may be higher or lower than overall.

SMILES,mHTT CaM bind,Pf apPOL block
O=C(Cc1ccc(F)cc1)NC1CCCCCC1,-4.1,-1.5
CCn1cnnc1C1CCN(C(=O)c2sccc2C)CC1,1.0,7.2
CCn1cc(CN2CCC(c3nc(-c4ccccc4)n[nH]3)CC2)cn1,-7.5,-3.6
Cc1cccc(NC(=O)Cn2nc(N3CCCC(C)C3)c3ccccc3c2=O)c1C (configuration not stated),-1.1,-2.5
COc1ccc(OC)c(NC(=O)c2cnc3ccccc3n2)c1,14.0,-1.3
COc1ccc(-n2nc3ccc(NC(=O)c4ccccc4F)cc3n2)cc1,1.0,38.6
Cc1c(C(=O)NC2CCC(C)CC2)oc2ccc(S(=O)(=O)N3CCOCC3)cc12 (configuration not stated),5.0,-4.9
C[C@H]1[C@@H](NC(=O)C2CCCCC2)CC[C@@]23CCCN2C(=O)CCC[C@@H]13,-5.2,-2.0
CCC(=O)N1CCc2cc(Br)cc(S(=O)(=O)CCC(=O)NCc3ccco3)c21,-3.0,-3.8
Cc1ccc(-c2csc3c(=O)n(CC(=O)NCCCc4ccccc4)cnc23)cc1,-2.9,-1.0
CCn1cc(Br)c(C(=O)Nc2ccccc2SC)n1,-16.0,19.4
COc1cc(C(=O)N2CCN(Cc3ccc(C)cc3)CC2)cc(OC)c1OC,-6.6,1.4
O=C(NCc1cccnc1)c1cc(-c2ccco2)on1,2.0,-1.8
Cc1ccc(/C=C2\N=C(c3ccc(C)c([N+](=O)[O-])c3)OC2=O)cc1,1.0,-11.6
Cc1cc(OCC(=O)Nc2c(C)cccc2C)ccc1Cl,-6.2,-8.9
COc1ccccc1NC(=O)Nc1ccccc1OC,.,-2.5&-3.4
O=C(Nc1ccccc1)/C(=C\c1cccc([N+](=O)[O-])c1)NC(=O)c1ccc(Br)o1,-6.6,-2.4
Cc1nc(C2CCN(Cc3ccc(F)cc3F)CC2)no1,0.8,1.2
COc1ccc(C2CC(=O)c3cnn(-c4nc5ccccc5[nH]4)c3C2)c(OC)c1 (configuration not stated),5.1,-9.8
O=[N+]([O-])c1ccc(C=Nc2ccc(Cl)c([N+](=O)[O-])c2)s1,9.9,.
Cc1nc2c(C(=O)NC3CCCC3)cnn2c(C)c1Cc1ccc(F)cc1,14.0,6.4
CCOc1ccc(/C=C2\N=C(c3cccc([N+](=O)[O-])c3)OC2=O)cc1,-2.0,-1.6
COc1ccc(C2CC(c3ccc(F)cc3)Nc3nc(N)nn32)cc1OC (configuration not stated),-8.1,0.4
CC(=O)Nc1ccc(-c2cc(-c3ccc(NC(C)=O)cc3)nc(-c3ccccc3)n2)cc1,1.8,-12.9
C#Cc1ccc(-c2ccc(CCCCCCCCC)cc2)cc1,-18.2,.
O=S(=O)(Nc1ccccc1CO)c1ccccc1,0.9,1.7
COCCCNC(=O)C1CCCN(c2nnc3ccc(C(F)(F)F)cn23)C1 (configuration not stated),-4.4,-1.7
CCCCCCCCCOC(=O)[C@@H]1N2C(=O)[C@@H](NC(=O)COc3ccccc3)[C@H]2SC1(C)C,-2.1,-4.5
NS(=O)(=O)c1ccc2c(c1)C1C=CCC1C(c1ccc([N+](=O)[O-])cc1)N2 (configuration not stated),92.2*,4.2
C[C@@]12CCC=C[C@H]1[C@H](c1ccoc1)N(Cc1ccccc1)C2=O,-0.2,-2.3
COC(=O)c1ccc(COc2cc(C)cc3oc(=O)cc(-c4ccccc4)c23)cc1,-9.1,1.1
O=C(NCCc1ccccc1)c1ccc2nc[nH]c2c1,-5.0,-2.1
Cc1ccc2nc(-c3ccccc3C)c(NC(=O)CC(C)C)n2c1,2.5,-2.2
CCOC(=O)N1CCN(C(=O)CN2CCN(Cc3nc4ccccc4n3C)CC2)CC1,-12.9,-9.9
Cc1ccc(NC(=O)Nc2ccccc2)cc1F,-13.7,-6.5
O=C1OC(/C=C/c2ccccc2)=NC/1=C/c1cccc(F)c1,21.0,-2.3
O=c1[nH]cnc2nc(N3CCOCC3)[nH]c12,6.1,-4.0
Nc1cc(C(=O)Nc2ccc3c(c2)OCCO3)ccc1N1CC2CC(C1)c1cccc(=O)n1C2 (configuration not stated),11.0,-2.3
CC(C)(C)C(=O)NCC(C)(O)c1ccco1 (configuration not stated),-5.6,-0.4
CC(=O)c1ccc(NS(=O)(=O)c2ccc(N/C=C/C(=O)c3cccs3)cc2)cc1,2.4,59.6*
Cc1nn(C)c2c(N3CCCC(C(=O)NCc4ccc(F)c(Cl)c4)C3)nccc12 (configuration not stated),0.3,-2.4
COc1ccc(NC(=O)c2ccc(-c3ccc(Br)cc3)o2)c(OC)c1,-1.0,-1.4
CCC(Oc1ccccc1)C(=O)Nc1ccccc1C(N)=O (configuration not stated),-2.1,0.0
Cc1ccc(C)n1-c1ccc(C2(O)CCSc3ccc(F)cc32)cc1 (configuration not stated),.,1.7
O=C(Nc1c2c(nn1-c1ccc(F)cc1)CS(=O)C2)C1CC1 (configuration not stated),-1.0,-3.6
CC1=Nn2c(nnc2-c2ccc(Cl)cc2)SC1,.,-9.9
O=C(O)CCC(=O)N1N=C(c2ccccc2)CC1c1cc2cc3c(cc2nc1Cl)OCO3 (configuration not stated),3.0,16.7
O=C(Nc1cccc(F)c1)Nc1ccc(Cl)c(Cl)c1,-50.7,-7.1
CCC(=O)Nc1ccc2nc(SCC(=O)N3CCCCC3)sc2c1,6.5,-6.7
Cc1ccnc(N2CCC(C(=O)N3CCN(C(=O)c4ccco4)CC3)CC2)n1,-3.5,4.1
O=C(Nc1cccc(C(=O)O)c1)/C(=C/c1ccc2c(c1)OCO2)NC(=O)c1ccccc1,7.0,9.8
COc1ccc(S(=O)(=O)N(C)Cc2ccccc2)cc1,-17.0,-9.2
CCCCN(CC)C(=O)CSc1nc2n[nH]c(C)c2c(=N)n1-c1ccc(OCC)cc1,23.0,-0.1
O=C(NCc1cccnc1)C1c2ccccc2C(=O)N1CCc1ccc(Cl)cc1 (configuration not stated),3.0,-1.6
CC12CCC(C1)C(C)(C)C2=NOC(=O)c1ccc(C(C)(C)C)cc1 (configuration not stated),.,1.1
Cc1ccc(NC(=O)C2CCN(c3ccc(C)c(F)c3)C2=O)cc1 (configuration not stated),-1.3,0.0
COCCCNC(=O)N1CCCC1c1ccc(OC)cc1 (configuration not stated),-1.7,-4.2
CSc1ccc(C2C(C#N)=C(N)Oc3c2c(=O)[nH]c2ccccc32)cc1 (configuration not stated),2.0,-0.9
O=C1OC2C(Cl)C3CC2C1C3C(=O)N1CCC(Cc2ccccc2)CC1 (configuration not stated),1.2,2.1
Cc1ccc(NC(=O)c2ccccc2[N+](=O)[O-])cc1,-7.6,-2.2

(cont.)
SMILES,mHTT CaM bind,Pf apPOL block
CC1CCCC(NC(=O)c2ccc(Cn3c(=O)[nH]c4ccsc4c3=O)cc2)C1C (configuration not stated),1.0,-1.8
CCOc1ccc(CN2CCc3nc(Nc4ccc(OC)cc4OC)ncc3C2)cc1,8.6,-7.8
NC(CS(=O)(=O)Cc1ccc(F)cc1)=NOC(=O)c1ccccc1C(F)(F)F,.,-6.0
CC(C)CCN1C(=O)CNC1=S,-9.2,5.1
COc1ccc2c(c1)N1CCN(c3ccc(F)cc3)CC1C(C(=O)NC1CC1)C2 (configuration not stated),7.5,-3.8
N#CCNC(=O)c1ccccc1Br,1.3,-0.2
COc1ccc(C(=O)NCC2OCCc3ccccc32)c(OC)c1 (configuration not stated),0.0,1.1
CC(=O)Nc1ccc(-c2noc(C3CCN(C(=O)Cc4ccccc4C)CC3)n2)cc1,-6.6,-2.5
O=C(CN1C(=O)c2ccccc2C1=O)Nc1cnc(-c2ccccc2)s1,4.4,-9.7
O=C(Nc1ccc(Br)cc1F)c1ccc(-c2cccc([N+](=O)[O-])c2)o1,19.7,-9.4
O=C(c1cccs1)N1CCN(c2ccc([N+](=O)[O-])c(NCCc3ccccc3)c2)CC1,-1.2,-3.2
COc1cccc(Cc2nnc(-c3snnc3C)o2)c1,.,-5.2
COc1ccccc1NC1=CC(=O)CC(C)(C)C1,-5.2,-5.1
CCCc1nnsc1C(=O)Nc1ccc(CC(=O)NC2CC2)cc1,-18.4,-6.7
CCOc1ccc(-n2cnc3ccccc3c2=O)cc1,-3.5,-7.3
O/N=C/c1sccc1Br,i,.
COc1ccccc1-c1nnc(NC(=O)c2ccc(S(=O)(=O)N3CC(C)OC(C)C3)cc2)o1 (configuration not stated),-1.0,-6.3
C=CCOc1ccc(/C=C2/C(=O)N(c3ccc(Cl)c(C(=O)O)c3)N=C2C)cc1OC,6.0,4.5
C=CCNC(=O)c1cc2c(=O)n3ccccc3nc2n(CC2CCCO2)c1=N (configuration not stated),-1.0,5.6
Cc1ccc(N2C=NS(=O)(=O)c3cccnc32)cc1F,-4.9,-1.0
Cc1nc2cccnc2n1C1CCN(C(=O)CC2CCN(C(C)C)CC2)C1 (configuration not stated),0.0,-0.9
O=C(NC1CC1)c1ccc(-c2nc(-c3ccccc3)no2)cc1,-7.5,-3.0
O=C(CSc1ncc(-c2ccc([N+](=O)[O-])cc2)[nH]1)Nc1ccc(F)cc1,23.8,3.2
CC(C)n1c(CC2CCN(C(=O)c3cc(-c4ccccc4)n[nH]3)C2)nc2cccnc21 (configuration not stated),59.0*,5.0
CCc1cccc(NC(=O)COc2cc(C)nc(N3CCCC(C)C3)n2)c1 (configuration not stated),-8.7,0.6
O=C(NNC(=O)c1cccn1-c1ccc(F)cc1)Nc1ccccc1,.,-1.1
Cc1cc(C)nc(N=C(N)Nc2ccc(S(=O)(=O)O)cc2)n1,0.8,1.0
O=C(c1ccc(F)c(F)c1)N1CCC(n2cnnc2-c2ccccc2)C1 (configuration not stated),-1.9,-2.1
O=C(Nc1ccc(F)cc1)Nc1nnc(Cc2ccc([N+](=O)[O-])cc2)s1,-3.5,-1.0
CCc1c(C)nc2cc(-c3cccs3)[nH]n2c1=O,0.2,-1.7
CC1=CC(C)(C)C(C#N)(C#N)C(N)=C1C#N,-7.7,.
COc1ccc(NC(=O)CSc2nnc(NC(=O)CCc3ccccc3)s2)cc1,4.6,-10.1
Cc1ccc(C)c(-c2csc(NC(=O)C3C4CCC(C4)C3C(=O)O)n2)c1 (configuration not stated),14.5,2.9
Cc1cccc(Oc2nccnc2N2CCC(C(=O)NCc3ccc(F)cc3)CC2)c1,-1.9,-2.9
Cc1nn(-c2ccc(C(=O)N3CCN(c4cccc(Cl)c4)CC3)cc2)c2c1C(=O)CCC2,82.6*,-1.7
COc1ccccc1/C=C/C=C1/N=C(c2ccccc2)OC1=O,24.0,1.6
COc1cccc(Oc2nonc2N)c1,-1.0,.
COc1ccccc1NC(=O)Nc1nnc(-c2cccc([N+](=O)[O-])c2)s1,7.5,0.4
CN(C)C(=O)c1cc2c(s1)CCC(C(=O)Nc1ccc3c(c1)OCO3)C2 (configuration not stated),42.4,-3.8
Cc1cccc([N+](=O)[O-])c1NC(=O)c1ccc(C(=O)Nc2c(C)cccc2[N+](=O)[O-])cc1,-5.0,-0.5
CCCCC[C@H]1CN(CCCC)C(=O)[C@@H]1CC(=O)NCc1ccccc1,11.6,-9.6
Cc1c(-c2noc(C(=O)NCc3ccccc3)n2)oc2ccccc12,-11.2,-4.4
Cc1cccc(N=c2oc3c(C)ncc(CO)c3cc2C(=O)Nc2ccc(Cl)cc2)c1,4.0,2.1
CS(=O)(=O)N1CC(C(=O)Nc2cc(Cl)ccc2F)C2(CCCCC2)C1 (configuration not stated),5.8,6.0
O=C(CC1SC2=NCCN2C1=O)Nc1ccc(Br)cc1 (configuration not stated),-6.0,-5.4
CCOc1ccccc1NC(=O)c1sc2nc(C)nc(N(CC)CC)c2c1C,1.0,0.8
Nc1ccc(OCCC[n+]2ccc(CCS(=O)(=O)[O-])cc2)cc1,-10.8,.
N#Cc1ccc(S(=O)(=O)N2CCC(Oc3cccc(C(F)(F)F)c3)CC2)cc1,-11.1,-9.4
Cc1ccc(S(=O)(=O)n2cnc3cc([N+](=O)[O-])ccc32)c(C)c1C,2.3,-2.3
COCC(=O)N1CCCn2cc(-c3cccc(C#N)c3)nc21,6.1,-0.6
COc1ccc(C=NO)cc1OC1CCCC1,.,-1.4
COc1ccc(NC(=O)C2=C(C)Nc3ncnn3C2c2ccccc2[N+](=O)[O-])cc1 (configuration not stated),11.0,-4.0
Oc1ccc(-c2csc(-c3cccnc3)n2)cc1O,10.4,14.7
O=C(Cc1ccsc1)Nc1cccn2ncnc12,1.1,-7.8
C=CCN1[C@@H](C(C)C)COCCS1(=O)=O,-2.5,-2.2
CC(NC(=O)C1CCN(c2cnn(C)c(=O)c2)CC1)c1ccc(F)cc1 (configuration not stated),-4.0,-0.2
O=C(Nc1ccc(Cl)cc1)C1CCCN(c2nccnc2Oc2ccccc2)C1 (configuration not stated),2.9,-4.8
COc1ccc(-c2nccc(C3CCCN(C(=O)Cc4ccccc4Cl)C3)n2)cc1 (configuration not stated),0.1,-5.0

An excerpt of the results above, as a working copy:
SMILES,mHTT CaM bind,Pf apPOL block
CCOc1ccccc1NC(=O)c1sc2nc(C)nc(N(CC)CC)c2c1C,1.0,0.8
Nc1ccc(OCCC[n+]2ccc(CCS(=O)(=O)[O-])cc2)cc1,-10.8,.
N#Cc1ccc(S(=O)(=O)N2CCC(Oc3cccc(C(F)(F)F)c3)CC2)cc1,-11.1,-9.4
Cc1ccc(S(=O)(=O)n2cnc3cc([N+](=O)[O-])ccc32)c(C)c1C,2.3,-2.3
COCC(=O)N1CCCn2cc(-c3cccc(C#N)c3)nc21,6.1,-0.6
